Screens: PubChem BioAssay, several laboratories
STK33 kinase inh: inhibitors of purified STK33 kinase, primary screen, biochemical, ADP-Glo luminescence, homogeneous, cell-free. Serine/threonine-protein kinase 33 (Homo sapiens), Q9BYT3. MBP phosphorylation. inhibition, % at 10 µM. 0.073% of 320,000 active. AID 2661, 2010;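 active means inhibition at or above 25%, using the most active replicate where run in duplicate; inactive means inhibition below 25%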
Target sequence (Q9BYT3 whole entry, looked up): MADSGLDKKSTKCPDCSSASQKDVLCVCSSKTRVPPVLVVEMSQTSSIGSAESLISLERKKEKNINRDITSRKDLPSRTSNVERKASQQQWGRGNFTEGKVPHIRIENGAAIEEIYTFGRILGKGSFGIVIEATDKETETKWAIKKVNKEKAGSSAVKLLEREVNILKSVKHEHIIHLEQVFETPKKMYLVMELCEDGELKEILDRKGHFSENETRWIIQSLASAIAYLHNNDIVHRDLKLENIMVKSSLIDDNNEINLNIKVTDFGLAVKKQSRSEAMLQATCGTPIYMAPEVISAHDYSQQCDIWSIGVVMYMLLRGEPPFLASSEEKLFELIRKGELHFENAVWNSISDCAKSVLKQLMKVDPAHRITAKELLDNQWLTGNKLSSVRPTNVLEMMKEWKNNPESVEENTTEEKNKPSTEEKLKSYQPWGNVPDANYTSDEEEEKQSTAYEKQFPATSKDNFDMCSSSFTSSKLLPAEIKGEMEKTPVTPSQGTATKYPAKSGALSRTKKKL
OX1R antag: antagonists of human orexin 1 receptor (OX1R); 1.8% of 330,000 active; inhibition, % at 6.6 µM; Orexin/Hypocretin receptor type 1 (Homo sapiens), O43613; AID 485270, 2010; OX1R-expressing cells, FRET antagonist read-out; in the data active means inhibition mostly above about 38%, no sharp cut-off; inactive means mostly below about 40%;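 further: 0% = agonist challenge alone and 100% = reference antagonist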
Target sequence (O43613 whole entry, looked up): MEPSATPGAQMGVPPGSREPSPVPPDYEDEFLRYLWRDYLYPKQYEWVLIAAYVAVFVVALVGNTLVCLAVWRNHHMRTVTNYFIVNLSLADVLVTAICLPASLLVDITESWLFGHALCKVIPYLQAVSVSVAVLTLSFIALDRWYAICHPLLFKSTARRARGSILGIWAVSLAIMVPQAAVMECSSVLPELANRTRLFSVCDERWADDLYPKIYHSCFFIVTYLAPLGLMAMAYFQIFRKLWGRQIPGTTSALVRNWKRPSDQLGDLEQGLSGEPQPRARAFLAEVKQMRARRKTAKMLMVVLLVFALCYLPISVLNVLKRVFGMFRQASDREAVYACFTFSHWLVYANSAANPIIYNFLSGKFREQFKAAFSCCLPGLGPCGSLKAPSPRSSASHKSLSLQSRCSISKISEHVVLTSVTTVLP
Numbers without * were called inactive; nt = no result given. The order is random; about 1.8% have a hit in one of these screens.

Results follow in this order: STK33 kinase inh	OX1R antag
- CC(C)N1CCN(C(=O)c2ccc([N+](=O)[O-])cc2)CC1
 : -0.9	23
- Cc1c(S(=O)(=O)N2CCC(C)CC2)c(=O)n(C)c(=O)n1C
 : 0.2	20
- CN(C1CCCCC1)C(CNS(=O)(=O)c1ccccc1)c1ccccc1 (stereo not drawn)
 : -0.3	20
- O=C(CN1C(=O)NC(Cc2ccccc2)C1=O)Nc1ccccc1 (stereo not drawn)
 : -0.1	8
- Cn1nc(C(C)(C)C)cc1C(=O)NCc1cc(F)cc2c1OCOC2
 : 0.8	14
- CC1CCCC(C)N1/N=C/C=C/c1ccccc1[N+](=O)[O-] (stereo not drawn)
 : -0.5	1
- CC(C(=O)N/N=C/c1ccc(N(C)C)c(Br)c1)N(c1ccccc1)S(C)(=O)=O (stereo not drawn)
 : -1.2	37
- COC(=O)C1=C(C)N(CCCC(=O)O)C(=O)NC1c1ccccc1OS(=O)(=O)c1ccc([N+](=O)[O-])cc1 (stereo not drawn)
 : -1.4	32
- CCCOCC(O)COc1ccccc1C(=O)N1CCOCC1 (stereo not drawn)
 : 1.1	4
- Cc1ccc(/C=N/NC(=O)Cn2nc(C)c([N+](=O)[O-])c2C)o1
 : -0.9	16

New compounds follow:
Results follow in this order: STK33 kinase inh	OX1R antag
- C=CCn1sc(=N)c(C#N)c1N
 : -1.1	11
- CCN1CCCC1CNS(=O)(=O)c1c(C)cc(C)cc1C (stereo not drawn)
 : -0.1	5
- CCOC(=O)c1sc(=S)n(-c2cc(F)ccc2F)c1N
 : -0.9	8
- Cc1ccc(NC=C(S(=O)(=O)c2ccccc2)S(=O)(=O)c2ccccc2)cc1
 : -1.5	26
- Cc1cc(C(=O)COC(=O)c2cc(Cl)c(O)c(Cl)c2)c(C)n1C
 : 0.5	5
- Cc1cc(Cl)c(S(=O)(=O)N2CCN(c3cccc(C)c3C)CC2)cc1OCC(N)=O
 : 0.1	3
- O=C(CCC1CCCCC1)NC1=NCCS1
 : -0.2	3
- COC(=O)c1ccc(OC(=O)c2ccccc2F)cc1
 : 0.6	3
- CC1(c2ccccn2)Nc2ccccc2-c2nc3ccccc3n21 (stereo not drawn)
 : 0.7	8
- NC(=O)COC(=O)/C=C/c1ccccc1[N+](=O)[O-]
 : 0.4	54

New compounds follow
Results follow in this order: STK33 kinase inh	OX1R antag
- C/C(=C\C(=S)Nc1ccccc1)Nc1cccc2ccccc12
 : 0.5	33
- O=C(NCCc1ccc(Cl)cc1)c1ccc(CS(=O)Cc2ccc(Cl)cc2)o1 (stereo not drawn)
 : -1.5	5
- CCCCCCC(=O)NN1CCN(C)CC1
 : 0.7	14
- COc1cc(CN2CC(C)OC(C)C2)cc(OC)c1 (stereo not drawn)
 : -2.9	-2
- O=C(NCC(F)(F)F)Nc1cccnc1
 : -0.1	2
- CN1N=C(C(=O)NC2CCCc3c2cnn3-c2ccc(F)cc2F)CCC1=O (stereo not drawn)
 : -1.9	6
- CCCc1cc(=O)oc2cc(C)cc(OC(C)C(=O)NCCCN3CCOCC3)c12 (stereo not drawn)
 : -1.3	17
- COc1ccc(NC(=O)Cn2nnc(C(N)=O)c2N)c(OC)c1
 : -0.8	29
- Cc1ccc(S(=O)(=O)N2CCN(C(=O)COC(=O)c3cncc(Br)c3)CC2)c(C)c1
 : 0.1	10
- O=C(c1ccc(NC(=S)Nc2ccc(F)cc2F)cc1)N1CCOCC1
 : -1.8	4

Continued.
Results follow in this order: STK33 kinase inh	OX1R antag
- COc1ccc(NC(=O)CSc2nnc(-c3ccccc3C)n2N)cc1
 : 1.1	12
- Cc1cc(NC(=O)CSc2nnc(-c3cccnc3)n2C)no1
 : -0.8	5
- Cc1ccccc1OCC(=O)Nc1ccc2oc(=O)ccc2c1
 : -1.2	11
- CCOC(=O)N1CCc2c(sc3nc4n(c(=O)c23)N=C(C)CS4)C1
 : 1.1	19
- CCN1CCN(c2nc(-c3ccccc3Cl)nc3ccccc23)CC1
 : 0.8	-6
- COCCCn1c(SCc2cccc(C(F)(F)F)c2)nc2cc(OC)c(OC)cc2c1=N
 : -3.1	21
- C=CCN(C(=O)CNS(=O)(=O)c1ccccc1)C(C(=O)NCCOC)c1ccncc1 (stereo not drawn)
 : -0.2	13
- COC(=O)c1cc(OC)c(OC)cc1NC(=O)CSc1ccccc1
 : -2.2	17
- Cc1c(CC(=O)O)c(=O)oc2c(C)c3occ(-c4ccc(F)cc4)c3cc12
 : -1.8	nt
- CCC(C)NC(=O)C1CCC(CNS(=O)(=O)c2ccc3c(c2)CC(C)N3C(C)=O)CC1 (stereo not drawn)
 : -0.6	15

Next part
Results follow in this order: STK33 kinase inh	OX1R antag
- COC(=O)[C@]1(C)N[C@H](c2ccc(-c3ccccc3)cc2)[C@@H]2C(=O)N(C)C(=O)[C@@H]21
 : 0.3	26
- O=C(c1cccc(S(=O)(=O)N2CCCCC2)c1)N1CCCCC1
 : -0.8	11
- O=C(Cc1cccs1)N1CCC(c2nc3c(nnn3Cc3ccc(F)cc3)c(=O)[nH]2)CC1
 : 3.7	8
- O=C(COC(=O)COc1cc(Cl)c(Cl)cc1Cl)NC1CC1
 : -1.8	7
- Cc1cc(C)c2nncn2n1
 : 0.4	8
- CN(C)/C=N/c1cc(=O)[nH]c(=O)n1Cc1ccccc1
 : -1.0	23
- Cc1ccccc1OCCn1cnc2c(N)ncnc21
 : -1.8	9
- O=C(NC1CCCCCC1)c1ccc(CS(=O)Cc2cccc(Cl)c2)o1 (stereo not drawn)
 : -1.6	12
- C[C@@H](N)C(=O)NC[C@H]1O[C@@H](n2cnc3c(N)ncnc32)[C@H](O)[C@@H]1O
 : nt	6
- Cc1ccc(N(C(=O)CNC(=O)c2ccco2)C(C(=O)NC2CCCCC2)c2cccnc2)cc1C (stereo not drawn)
 : -2.8	5

Following part
Results follow in this order: STK33 kinase inh	OX1R antag
- Cc1ccc(CSCc2ccc(C(=O)NCC3CCCO3)o2)cc1 (stereo not drawn)
 : -2.7	7
- COCCn1nnnc1SCC(=O)NCc1ccc2c(c1)OCO2
 : 0.2	1
- O=C(CCNS(=O)(=O)c1cccc2nsnc12)NCc1ccc(F)cc1
 : -0.5	30
- Cc1c(C(=O)Nc2cccc(-c3nnc4n3CCCCC4)c2)oc2ccccc12
 : 2.9	7
- CSc1nnc(NC(=O)c2nc(S(=O)(=O)Cc3cccc(C)c3)ncc2Cl)s1
 : -1.7	4
- COc1ccc(CNC(=O)CN(C)CC(=O)Nc2ccccc2Br)cc1
 : 0.6	1
- Cc1cccc(C(=O)N(Cc2ccc(C)o2)C2CCS(=O)(=O)C2)c1 (stereo not drawn)
 : -0.9	16
- Clc1ccccc1CNCc1ccncc1
 : -1.4	12
- COc1cccc(NC(=O)CN(C)C(=O)c2cc3c(s2)CCC(C)C3)c1 (stereo not drawn)
 : -1.8	26
- CCOc1ccc(OCC)c(NC(=O)CN2CCC(NC(=O)c3cccc(F)c3)CC2)c1
 : -0.3	22

(more compounds)
Results follow in this order: STK33 kinase inh	OX1R antag
- O=C(CNc1ccccc1)c1ccc([N+](=O)[O-])cc1
 : -0.7	49
- Cc1cc(N(C)C)c(C#N)c(NCc2ccccc2)n1
 : -1.4	35
- C/C(=N/NS(=O)(=O)c1ccc(C)cc1C)c1ccc2c(c1)OCO2
 : 0.6	28
- COc1ccc(CN2CCN(Cc3ccccc3C(F)(F)F)CC2)c(OC)c1
 : -0.3	9
- COC(=O)c1ccc(C(=O)OC)c(NC(=O)COC(=O)c2ccc(OC)c(OC)c2OC)c1
 : -1.7	16
- CC(C)CC(=O)Nc1nnc(CCc2ccccc2)s1
 : -1.2	10
- O=C(Cc1cccs1)Nc1nnc(SCc2ccc(C(F)(F)F)cc2)s1
 : -0.3	6
- O=C(c1ccncc1)N1c2ccccc2Sc2ccccc21
 : -0.3	13
- Cc1cc(SCC(N)=O)nc(SCC(=O)c2ccccc2)n1
 : -0.1	28
- COC(=O)[C@H]1C[C@@H]1[C@H](N)c1ccccc1
 : -0.7	7

(listing goes on)
structure	STK33 kinase inh	OX1R antag
O=C1CCC(=O)N1CN(C(=O)c1ccco1)c1ccc(Cl)c(Cl)c1	0.0	17
Cc1nnc(SCc2cccc(Cl)c2)n(N)c1=O	-1.4	28
Nc1nc2n(n1)C(=O)CC(c1ccccc1[N+](=O)[O-])N2 (stereo not drawn)	-0.6	16
CCn1c(CNC(=O)c2cccc(C)c2)nnc1SCC(=O)Nc1nnc(C)s1	-0.8	21
COc1cc(C(=O)OCC(=O)Nc2nnc(-c3ccccc3)o2)cc(OC)c1OC	nt	33
CCOC(=O)N1CCN(C(=O)c2ccc3c(c2)sc2nc(-c4ccc(OC)cc4)cn23)CC1	0.1	6
Cn1c(SCC(=O)N2CCCCC2)nnc1-c1ccc(S(=O)(=O)N2CCOCC2)cc1	0.9	10
Cc1ccc(NC(=O)COC(=O)c2cccc(C)c2[N+](=O)[O-])cc1S(=O)(=O)N1CCCCC1	-1.4	4
CCN1CCN(C(=O)c2ccc(N3CC4CC(C3)c3cccc(=O)n3C4)c([N+](=O)[O-])c2)CC1 (stereo not drawn)	-0.1	24
O=C(CCC(=O)N1CCN(c2ccc(O)cc2)CC1)c1cccs1	0.5	7
CCN1CNC(=S)N(c2ccccc2OC)C1	-0.6	7
CC(NC(=O)C(=O)NN=C1CCCCCCCCCCC1)c1ccccc1 (stereo not drawn)	-0.3	9
O=C(OCC#CCSc1nnc(-c2ccc(Br)cc2)o1)c1cccs1	-1.8	21
Cc1cccc(NC(=O)c2cccc(OC(=S)N3CCOCC3)c2)c1	-0.6	14
COc1ccccc1NS(=O)(=O)c1cccc(NC(=O)Nc2ccccc2)c1	0.5	23
NC(=O)[C@H]1CC2(CC(c3cccc(NC(=O)COc4ccc(Cl)cc4)c3)=NO2)CN1C(=O)Cc1ccc([N+](=O)[O-])cc1 (stereo partly drawn)	1.2	16
CCOC(=O)CSc1nc(C)cc(=O)[nH]1	-0.4	8
COc1ccccc1CNC(=O)COC(=O)c1ccc(C)s1	-0.6	9
CCOC(=O)C1(Cc2cccc(F)c2)CCN(C2CCOCC2)CC1	1.6	20
O=C(CC(=O)NCCc1ccccc1)NCCc1ccccc1	0.6	18
O=c1c2oc3ccccc3c2ncn1Cc1ccc(F)cc1	-1.7	13
CC1Oc2ccccc2C=C1/C=N/NC(=O)c1ccccc1O (stereo not drawn)	0.3	75*
Cc1cc2cc(CN(CC3CCCO3)C(=S)Nc3ccccc3)c(=O)[nH]c2cc1C (stereo not drawn)	-1.1	13
COc1ccc(C(=O)Nc2nc(CC(=O)NCc3ccc(F)cc3)cs2)cc1	nt	4
CC(=O)NC1=NC(=O)CS1	-0.1	7

The listing continues.
structure	STK33 kinase inh	OX1R antag
Cc1ccc(CONC(=O)c2ccccc2)cc1	0.0	4
CC(C)(C)OC(=O)N1CCC(c2cc(=O)n3[nH]cc(C(=O)Nc4ccc(F)c(Cl)c4)c3n2)CC1	-0.2	16
Cc1ccc(C)c(NS(=O)(=O)c2ccc(OCC(=O)NCC3CCCO3)cc2)c1 (stereo not drawn)	-0.4	6
CCc1ccc(NC(=O)Nc2ccc3c(c2)N(C)C(=O)CS3)cc1	0.3	21
CSc1nc(N)nc(SCC(=O)Nc2cccc(F)c2)c1C#N	-0.4	39
CCOC(=O)CNC(=O)c1cn(C)c(=O)c2cc(OC)c(OC)cc12	0.5	10
COc1cc2c(cc1OC)CN(Cc1cc(=O)oc3cc(C)c(C)cc13)CC2	-1.1	26
Cc1cccc(CC(=O)NCCn2c(C)cc3ccccc32)c1	0.0	2
CCOc1ccccc1NC(=O)COc1coc(CN2CCCc3ccccc32)cc1=O	nt	-3
CCCCCCCNC(=O)CN1N=C(c2ccc(C)cc2)CCC1=O	1.3	-3
CCOc1ccc(C(=O)OC(C)C(=O)N2CCN(Cc3ccccc3)CC2)cc1 (stereo not drawn)	-1.6	10
CC(C)Cn1c(-c2cc(Br)ccc2F)nc2c1c(=O)[nH]c(=O)n2CC(C)C	1.1	2
COc1ccc(C2CN=NC23CCc2ccccc2C3=O)cc1 (stereo not drawn)	1.9	10
Cn1c(NC(=O)c2ccccc2C(F)(F)F)cc(=O)n(C)c1=O	0.0	14
O=C(Nc1ccccc1)NC1CCN(Cc2nnnn2C2CCCCC2)CC1	-0.2	5
O=C1OC(C(=O)Nc2ccccc2)Cc2ccccc21 (stereo not drawn)	0.0	2
CC(C)(C)OC(=O)N1CCN(C(=O)c2[nH]cnc2C(=O)Nc2ccc(Cl)cc2)CC1	0.6	6
Cc1ccc(CN2C(=O)CCC2C(=O)NCCc2ccccc2)cc1 (stereo not drawn)	-1.9	1
COc1ccc(-c2cc(-c3cccs3)nc3sc(C#N)c(N)c23)cc1	-1.3	8
CCc1cc(=O)oc2cc3occ(-c4ccc(OC)c(F)c4)c3cc12	-1.7	12
O=S(=O)(NCc1cn2ccccc2n1)c1cc(F)ccc1F	-1.3	24
COc1ccc(/C=C/C(=O)Oc2cccc(/C=N/NC(=O)c3cccc(F)c3)c2)cc1	-1.3	12
NC(=O)CC(NC(=O)Cc1cccc2ccccc12)c1ccc(NCc2ccccn2)c([N+](=O)[O-])c1 (stereo not drawn)	-0.3	29
